Caspase-7 inhib = allosteric or competitive inhibitors of human caspase-7; hit rate 0.02% among 75,000; P55210; Potency, µM (doses to about 57.5 µM), without a hit: at the top dose activity change, negative = inhibition, actives largely listed as inhibitors; recombinant caspase-7, Ac-DEVD-AFC fluorescence rate; active = well fitted inhibition curve with a large enough effect in the main read-out, with a control signal flat, not every such curve was filed as active; inconclusive = small, poorly fitted or top-dose-only effect, or a change in a side signal; also: potency is read from the fitted curve at half-maximal effect; % of control where 0% means no effect
Target sequence (P55210 24-198 limits assumed): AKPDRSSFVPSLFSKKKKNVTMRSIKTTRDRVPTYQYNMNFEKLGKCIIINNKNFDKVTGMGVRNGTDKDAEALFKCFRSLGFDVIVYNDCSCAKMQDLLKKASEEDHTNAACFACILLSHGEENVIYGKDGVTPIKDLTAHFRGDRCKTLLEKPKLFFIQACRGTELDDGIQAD
Target sequence (P55210 207-303 limits assumed): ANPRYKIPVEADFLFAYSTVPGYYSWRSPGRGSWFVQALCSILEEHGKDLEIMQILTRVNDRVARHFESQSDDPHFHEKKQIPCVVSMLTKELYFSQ
15-hLO inh = blocks human 15-lipoxygenase activity | P16050 | purified 15hLO-1, xylenol orange hydroperoxide absorbance | Potency, µM (series often up to 57.1 µM), inactives show at the highest dose activity change, negative = inhibition, hits mostly inhibitors | hit rate 1.4% among 74,000; also: potency is read from the fitted curve at half-maximal effect; % is scaled to controls: 0 for no effect and ±100 for the full control effect; nearly all actives have a fitted effect of over 55% in size
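Compounds were preincubated 15 min at room temperature with 40 nM purified human enzyme (25 mM Hepes pH 7.5, 0.01% Triton X-100); 50 uM arachidonic acid reacted 6 min. Fe-xylenol orange detection, 30 min, absorbance ratio 573/405 nm.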
BRCT inh green = inhibitors of human BRCA1 BRCT-phosphoprotein interaction (green fluorophore). hit rate 0.05% among 75,000. BRCA1 BRCT-phosphopeptide binding, green fluorescence polarization. P38398. Potency, µM (titrated, usually from 76.9 µM), for the others: at the highest dose activity change, negative = inhibition, usual class: inhibitors;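 also: potency is read from the fitted curve at half-maximal effect; plate controls were peptide without protein for full effect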
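Compounds were incubated for 12 min at room temperature with a complex of 100 nM fluorescein-tagged pBACH1 decapeptide and 250 nM His-tagged BRCT protein. Buffer was phosphate pH 7.3 with EDTA, DTT and Tween 20. Disruption of binding lowers the polarization signal.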
Tau filament bind = binders of human tau filaments. P10636. recombinant tau filaments, thioflavin S fluorescence, 15 h; filaments grown with octadecylsulfate alongside compound. Potency, µM (highest dose often 57.1 µM), for the others: at the highest dose activity change, negative = inhibition. hit rate 2% among 71,000;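 also: potency is read from the fitted curve at half-maximal effect; % is scaled to controls: 0 for no effect and ±100 for the full control effect; actives lower thioflavin S fluorescence by blocking filaments or displacing dye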
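His-tagged recombinant human tau (exons 2, 3 and 10 included), 1 uM, was induced to fibrillize by 30 uM sodium octadecylsulfate with compound present. After 15 h at 37 C, thioflavine S fluorescence (ex 450, em 510 nm) was read.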
HEK293 cAMP ctrl = raises cAMP in parental HEK293 cells, TSHR agonist counter-screen | parental HEK293 CNG cAMP sensor, membrane potential fluorescence | Potency, µM (doses to about 57.1 µM), for the others: top-dose activation, actives largely listed as activators | hit rate 2.5% among 73,000 | AID 938; also: potency is read from the fitted curve at half-maximal effect; % of control where 0% means no effect; nearly all actives have a fitted effect of over 55% in size
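Counterscreen for endogenous-receptor signalling: CNG-channel HEK 293 cells report cAMP rise by membrane depolarization. After 60 min dye equilibration with 100 uM RO 20-1724, compounds incubated 30 min before bottom-read fluorescence at 590 nm.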
HADH2 inh = blocks human hydroxyacyl-CoA dehydrogenase type II; Q99714; recombinant HADH2, NADH fluorescence, beta-hydroxybutyryl-CoA; Potency, µM (doses to about 57.1 µM), without a hit: top-dose activity change, negative = inhibition, hits mostly inhibitors; hit rate 3.4% among 73,000; also: potency is read from the fitted curve at half-maximal effect; % is scaled to controls: 0 for no effect and ±100 for the full control effect; nearly all actives have a fitted effect of over 60% in size; many of its hits are not listed in these tables
Target sequence (Q99714 whole entry, looked up, one chain of several): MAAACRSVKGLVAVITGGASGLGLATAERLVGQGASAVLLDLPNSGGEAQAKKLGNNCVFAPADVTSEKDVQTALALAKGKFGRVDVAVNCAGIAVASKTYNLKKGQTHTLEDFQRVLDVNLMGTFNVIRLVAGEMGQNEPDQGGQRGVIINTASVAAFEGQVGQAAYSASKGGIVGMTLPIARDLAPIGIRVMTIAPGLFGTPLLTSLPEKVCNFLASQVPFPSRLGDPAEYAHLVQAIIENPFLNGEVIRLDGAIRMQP
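20 nM HADH2 + cpd, 15 min RT; add 1 mM NAD+/90 uM beta-hydroxybutyryl-CoA; kinetic fluorescence 360/450 nm, 4 min. Tris-HCl pH 9.0, 0.01% Tween-20.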
Rhodamine autofl = rhodamine region autofluorescence. AID 594. max dye-equivalent concentration, M. Rhodamine-region fluorescence, 547/598 nm, Tris buffer; active compounds read high. hit rate 0.05% among 59,000; in the data active = max dye-equivalent concentration above about 11 nM; inconclusive = between about 1.1 nM and that limit
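Read-out is relative fluorescence at 547 nm excitation and 598 nm emission, expressed as dye-equivalent concentration using rhodamine standards on every plate. Each compound was profiled across a concentration series after 15 min in 100 mM Tris, pH 8.0.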
BRCT inh red = BRCT-phosphoprotein interaction inhibition (red fluorophore); P38398; BRCT-phosphopeptide binding, red fluorescence polarization; Potency, µM (top dose mostly 76.9 µM), without a hit: at the top dose activity change, negative = inhibition, actives largely listed as inhibitors; hit rate 0.03% among 75,000; also: % is scaled to controls: 0 for no effect and ±100 for the full control effect
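Rhodamine-labelled pBACH1 10-mer (100 nM) bound to BRCT domain (100 nM) at pH 7.3; compounds incubated 12 min room temperature, polarization read. Free peptide defines full inhibition; unlabelled decapeptide titrated as control.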
Pol III holo inh = DNA polymerase III holoenzyme inhibition | reconstituted DNA polymerase III holoenzyme replication, biochemical | Potency, µM (doses to about 57.1 µM), for the others: top-dose activity change, negative = inhibition | hit rate 0.25% among 71,000; also: potency is read from the fitted curve at half-maximal effect; % is scaled to controls: 0 for no effect and ±100 for the full control effect
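Reconstituted *E. coli* holoenzyme (0.35 nM Pol III, 1 nM beta, 154 nM SSB, 2 nM primase) was preincubated with compound for 15 min at RT. Synthesis on 1.4 nM ssM13Gori ran 35 min, then was stopped with PicoGreen/EDTA and read as dsDNA fluorescence.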
USP2a inhib = inhibitors of human ubiquitin-specific protease USP2a. O75604. USP2a enzymatic assay, qHTS inhibition. Potency, µM (titrated, usually from 38.3 µM), for the others: at the highest dose activity change, negative = inhibition, usual class: inhibitors. hit rate 0.1% among 60,000. AID 927;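 also: potency is read from the fitted curve at half-maximal effect; nearly all actives have a fitted effect of over 60% in size; plate controls were DMSO for no effect and NEM full inhibition control for full effect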
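Coupled readout: USP2-cleaved Ub-PLA2 (20nM final) turns over NBD C6-HPC (20uM final), Ex 460nm/Em 535nm after 2.5 h, time-zero read flagging artifacts. Enzyme (20nM final, pH 8.0 Tris) given 30 min RT with compound first; NEM defines full inhibition.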
Caspase-1 inhib = blocks human caspase-1 allosterically or competitively. Potency, µM (series often up to 57.5 µM), for inactives: at the highest dose activity change, negative = inhibition, actives largely listed as inhibitors. Caspase-1 enzyme, Ac-WEHD-AFC fluorogenic rate. hit rate 0.03% among 75,000. P29466. AID 900;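 also: potency is read from the fitted curve at half-maximal effect; plate controls were vehicle for no effect and no substrate for full effect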
Target sequence (P29466 120-297 limits assumed): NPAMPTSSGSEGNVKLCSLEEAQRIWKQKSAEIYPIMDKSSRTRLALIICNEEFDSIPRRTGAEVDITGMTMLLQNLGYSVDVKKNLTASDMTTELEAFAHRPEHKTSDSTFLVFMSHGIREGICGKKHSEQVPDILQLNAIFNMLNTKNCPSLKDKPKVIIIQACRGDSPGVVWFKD
Target sequence (P29466 317-404 limits assumed): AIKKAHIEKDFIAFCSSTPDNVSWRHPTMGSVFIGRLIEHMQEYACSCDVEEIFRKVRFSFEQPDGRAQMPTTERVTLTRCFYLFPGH
* = called active by the depositor; [ ] = another dose, or the depositor's remark. Unless noted, calls follow the shape of the dose curve; as a rule, active = well fitted curve in the direction sought with a large enough effect; inconclusive = small, poorly fitted or top-dose-only effect, or another doubt; inactive = no such curve, though single readings can be large; an effect the other way counts as inactive or inconclusive. Only part of the results is shown. The share of hits here may be higher or lower than overall.

How did O=S(=O)(c1cccc(-c2csc(-c3cccnc3)n2)c1)N1CCCCC1 do in these assays?
Caspase-7 inhib: -1%; 15-hLO inh: 4%; BRCT inh green: 1.1%; Tau filament bind: -3%; HEK293 cAMP ctrl: inconclusive; HADH2 inh: -5%; Rhodamine autofl: inactive; BRCT inh red: 0.4%; Pol III holo inh: 3%; USP2a inhib: 33%[activator]; Caspase-1 inhib: -1%

Results for Cc1c2c(nc3c(C)cccc13)OC(C)C2 (stereo not drawn) ?
Caspase-7 inhib: 0%; 15-hLO inh: -6%; BRCT inh green: -2.1%; Tau filament bind: -2%; HEK293 cAMP ctrl: 25µM*; HADH2 inh: -12%; Rhodamine autofl: inactive; BRCT inh red: 0.3%; Pol III holo inh: -1%; Caspase-1 inhib: -3%

How did CCC(C)c1c(O)nc(SCC(=O)c2ccccc2)[nH]c1=O (stereo not drawn) do in these assays?
Caspase-7 inhib: -3%; 15-hLO inh: 6%; BRCT inh green: -0.9%; Tau filament bind: 1%; HEK293 cAMP ctrl: 11%; HADH2 inh: -9%; BRCT inh red: -0.4%; Pol III holo inh: -8%; USP2a inhib: -7%; Caspase-1 inhib: -4%

How did O=C1COc2ccc(C(=O)COC(=O)c3ccc4ccccc4n3)cc2N1 do in these assays?
Caspase-7 inhib: -1%[0.00368 µM]; 15-hLO inh: 0%; BRCT inh green: 0.8%; Tau filament bind: -10%; HEK293 cAMP ctrl: -5%; HADH2 inh: -2%; Rhodamine autofl: inactive; BRCT inh red: -0.1%; Pol III holo inh: inconclusive; USP2a inhib: 35%[activator]; Caspase-1 inhib: -13%

What do the screens show for `Cn1nc(-c2ccc(Cl)cc2)c2cc(C(=O)NC3CC3)sc21`?
Caspase-7 inhib: -12%; 15-hLO inh: -8%; BRCT inh green: -1.6%; Tau filament bind: inactive; HEK293 cAMP ctrl: 6%; HADH2 inh: 4%; BRCT inh red: 0.4%; Pol III holo inh: -3%; Caspase-1 inhib: -2%

How did O=C(c1cc(C(F)(F)F)cc(C(F)(F)F)c1)N1CCC2(CCCN(Cc3nccs3)C2)CC1 do in these assays?
Caspase-7 inhib: 0%; 15-hLO inh: 10%; BRCT inh green: 0.4%; Tau filament bind: 4%; HEK293 cAMP ctrl: -6%; HADH2 inh: 7%; Rhodamine autofl: inactive; BRCT inh red: -1.3%; Pol III holo inh: 6%; USP2a inhib: 60%[activator]; Caspase-1 inhib: -3%

How did Cc1cc(=O)n2[nH]c(-c3ccccc3Cl)cc2n1 do in these assays?
Caspase-7 inhib: -1%; 15-hLO inh: 4%; BRCT inh green: -1.8%; Tau filament bind: 3%; HEK293 cAMP ctrl: -7%; HADH2 inh: 14%; Rhodamine autofl: inactive; BRCT inh red: -0.5%; Pol III holo inh: -12%; USP2a inhib: 1%; Caspase-1 inhib: -1%

How did Cc1cccc2cc(COC(=O)c3cccnc3)c(=O)[nH]c12 do in these assays?
Caspase-7 inhib: 0%; 15-hLO inh: 11%; BRCT inh green: -2.3%; Tau filament bind: -6%; HEK293 cAMP ctrl: 3%; HADH2 inh: 1%; Rhodamine autofl: inactive; BRCT inh red: -0.4%; Pol III holo inh: -2%; USP2a inhib: -3%; Caspase-1 inhib: -1%

Results for COC(=O)c1ccc(NC(=O)CN(C2CCCCC2)S(C)(=O)=O)cc1 ?
Caspase-7 inhib: -1%; 15-hLO inh: -13%; BRCT inh green: -1.3%; Tau filament bind: -2%; HEK293 cAMP ctrl: -14%; HADH2 inh: 10%; Rhodamine autofl: inactive; BRCT inh red: -0.3%; Pol III holo inh: -1%; USP2a inhib: 17%; Caspase-1 inhib: -2%

Results for O=C(CCCc1ccc(-c2ccccc2F)cc1)Nc1ccc(O)cc1 ?
Caspase-7 inhib: -5%; 15-hLO inh: -28%; BRCT inh green: -1.7%; HEK293 cAMP ctrl: inconclusive; HADH2 inh: 3%; BRCT inh red: -2.4%; Caspase-1 inhib: -5%

What do the screens show for `COCCn1cnnc1SCC(=O)Nc1ccccc1C(=O)Nc1ccc2c(c1)OCO2`?
Caspase-7 inhib: -1%; 15-hLO inh: -2%; BRCT inh green: 0.2%; Tau filament bind: -12%; HEK293 cAMP ctrl: -3%; HADH2 inh: 4%; Rhodamine autofl: inactive; BRCT inh red: -0.4%; Pol III holo inh: -2%; USP2a inhib: 13%; Caspase-1 inhib: -2%

How did O=C1CCCN1CCCNc1ncnc2c1[nH]c1ccc(Cl)cc12 do in these assays?
Caspase-7 inhib: 0%; 15-hLO inh: -5%; BRCT inh green: -1.5%; Tau filament bind: 6%; HEK293 cAMP ctrl: 3%; HADH2 inh: 50%[activator]; Rhodamine autofl: inactive; BRCT inh red: -1.2%; Pol III holo inh: -6%; USP2a inhib: 27%; Caspase-1 inhib: -2%

How did CC(C)NC(=O)N1CCC2(CC1)CCN(S(C)(=O)=O)CC2 do in these assays?
Caspase-7 inhib: 0%; 15-hLO inh: 2%; BRCT inh green: -3.6%; Tau filament bind: -8%; HEK293 cAMP ctrl: 3%; HADH2 inh: -1%; Rhodamine autofl: inactive; BRCT inh red: -2.0%; Pol III holo inh: -5%; USP2a inhib: 3%; Caspase-1 inhib: -2%

What do the screens show for `Cc1ccc(C(=O)Nc2ccccc2C(=O)NC(CC(=O)O)C(=O)O)cc1` (stereo not drawn)?
Caspase-7 inhib: -1%; 15-hLO inh: 11%; BRCT inh green: -1.1%; Tau filament bind: 13%; HEK293 cAMP ctrl: 3%; HADH2 inh: -6%; Rhodamine autofl: inactive; BRCT inh red: -1.0%; Pol III holo inh: -5%; USP2a inhib: -2%; Caspase-1 inhib: 0%

How did Cc1nc2sc(C(c3cccs3)N3CCN(c4cccc(Cl)c4)CC3)c(O)n2n1 (stereo not drawn) do in these assays?
Caspase-7 inhib: -16%; 15-hLO inh: 10%; BRCT inh green: 0.8%; Tau filament bind: 49%; HEK293 cAMP ctrl: inconclusive; HADH2 inh: -10%; BRCT inh red: 1.0%; Pol III holo inh: -3%; Caspase-1 inhib: -7%

Results for FC(F)(F)c1cccc(N2Cc3ccccc3C2)c1 ?
Caspase-7 inhib: -2%; 15-hLO inh: 2%; BRCT inh green: -1.2%; Tau filament bind: 4%; HEK293 cAMP ctrl: 19%; HADH2 inh: -7%; Rhodamine autofl: inactive; BRCT inh red: -0.5%; Pol III holo inh: -4%; USP2a inhib: 3%; Caspase-1 inhib: 0%

Results for CN1CCCC(OC(=O)CCCCC(=O)OC2CCCN(C)C2)C1 (stereo not drawn) ?
Caspase-7 inhib: 0%; 15-hLO inh: 8%; BRCT inh green: -3.6%; Tau filament bind: -1%; HEK293 cAMP ctrl: 7%; HADH2 inh: 4%; Rhodamine autofl: inactive; BRCT inh red: 0.2%; Pol III holo inh: 0%; USP2a inhib: -4%; Caspase-1 inhib: 3%

Results for Cc1cc(C)c2[nH]c(=O)c(C(c3nnnn3Cc3ccc4c(c3)OCO4)N3CCCC3)cc2c1 (stereo not drawn) ?
Caspase-7 inhib: -18%; 15-hLO inh: inconclusive; BRCT inh green: 6.8%; Tau filament bind: -19%; HEK293 cAMP ctrl: 27%; HADH2 inh: 11%; Rhodamine autofl: inactive; BRCT inh red: -1.8%; Pol III holo inh: -4%; USP2a inhib: 33%[activator]; Caspase-1 inhib: inconclusive

Results for COCCCNC(=O)Cn1nc(-c2ccc(C)cc2)ccc1=O ?
Caspase-7 inhib: 2%; 15-hLO inh: -4%; BRCT inh green: -0.5%; Tau filament bind: -12%; HEK293 cAMP ctrl: 6%; HADH2 inh: -4%; Rhodamine autofl: inactive; BRCT inh red: 0.6%; Pol III holo inh: -1%; USP2a inhib: 4%; Caspase-1 inhib: -1%

How did O=C(Cn1nnc(-c2ccccc2)n1)OCc1csc(-c2ccccc2)n1 do in these assays?
Caspase-7 inhib: -4%; 15-hLO inh: -12%; BRCT inh green: -0.4%; Tau filament bind: 14%; HEK293 cAMP ctrl: 14%; HADH2 inh: -14%; Rhodamine autofl: inactive; BRCT inh red: -1.5%; Pol III holo inh: -1%; USP2a inhib: -4%; Caspase-1 inhib: -2%

What do the screens show for `CCOc1ccc(OCC)c(NC(=O)C2C3C=CC(O3)C2C(=O)NCc2ccco2)c1` (stereo not drawn)?
Caspase-7 inhib: 1%; 15-hLO inh: -6%; BRCT inh green: -1.9%; Tau filament bind: inconclusive; HEK293 cAMP ctrl: 10%; HADH2 inh: -6%; Rhodamine autofl: inactive; BRCT inh red: -2.7%; Pol III holo inh: -4%; USP2a inhib: 4%; Caspase-1 inhib: 0%

Screens as filed in PubChem.
